Bioassay records deposited in PubChem BioAssay by several laboratories.
PolyA inhibitor: blocks polyadenylation in yeast reporter cells | S. cerevisiae SKY197-pL101 polyadenylation reporter, beta-gal luminescence; efflux-impaired pdr1/pdr3 knockout yeast; score 100 = 6 SD above DMSO | calls only at 12 µM | 300,000 compounds, 0.02% hits;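 active = lowest replicate activity score at least 50, where 100 means six control SD above control mean; inconclusive = lowest score under 50 but half or more replicates reach 50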;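 note: yeast exposed to compound for 9 h at 30 °C; higher score means more reporter readthrough which indicates perturbed polyadenylation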
DYRK1A inh: Dyrk1A (rat) kinase inhibition. 310,000 compounds, 0.43% hits. inhibition, % at 12.5 µM. ADP-Glo luminescence, NFATc1 peptide. Q63470; in the data active = inhibition above about 50%;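 note: plate controls were vehicle with enzyme for no effect and no enzyme for full effect; many of its hits are not listed in these tables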
RGS4 act: RGS4 potentiation or activation. HEK293 M3R/inducible RGS4, carbachol calcium flux Fluo4; stronger effect = lower value. B-score at 10 µM. 310,000 compounds, 0.92% hits. AID 463111;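 active = B-score of the integrated calcium signal more than 4 SD below the library mean, with starting fluorescence not abnormally high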;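 note: negative B-score means reduced calcium response which marks RGS4 activation or potentiation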
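System – HEK293 FlpIn-TREx cells, stable M3R, doxycycline-inducible RGS4 · Reagent – ECmax carbachol challenge · Times – compound preincubation 20 min at room temperature before agonist · Technique – Fluo4 fluorescence kinetic imaging of calcium · Measure – B score of integrated Fluo4 ratio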
GSK3B inh: blocks human GSK3beta kinase activity | activity score (negative = inhibition), % at 10 µM | 300,000 compounds, 0.038% hits | GST-GSK3beta kinase, ADP-Glo luminescence, 60 min; stronger effect = lower value;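 active = more than half of replicate wells score below -50%, meaning over 50% inhibition versus plate controls; inconclusive = some replicates but at most half score below -50%; inactive = no replicate scores below -50%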;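 note: 0% = median DMSO wells and -100% = median GW8510 positive control wells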
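Test system: GST-tagged human GSK3beta kinase, cell-free; evaluation: activity score scaled between in-plate DMSO and GW8510 controls; measured by: ADP-Glo luminescence; incubation: 60 min reaction, RT; benchmarks: DMSO and 20 µM GW8510; reagent: peptide substrate plus 25 µM ATP (final); medium: Tris/MgCl2 kinase buffer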
GSK3 alpha inh: blocks human GSK-3 alpha kinase; AID 2650; ADP-Glo luminescence, 60 min; inhibition, % at 10 µM; 320,000 compounds, 0.1% hits; P49840;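 in the data active = inhibition above about 50%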;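 note: GST-tagged GSK-3 alpha with peptide substrate and 25 µM ATP; 0% = DMSO neutral wells and 100% = GW8510 positive control wells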
hERG rescue: hERG (human) protection from proarrhythmic block; Q12809; CHO-hERG, FluxOR thallium flux, dofetilide IC70 present; activation (rescue from dofetilide block), less the hit threshold, % at 10 µM; 310,000 compounds, 0.51% hits; AID 1511;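 active = activation above the mean of controls blocked by dofetilide plus 5 SD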;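 note: thallium influx through hERG after potassium depolarization seen as dye fluorescence rise; in these data hits start at about 4.7%; inactives centre near -7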
Target sequence (Q12809 whole entry, looked up): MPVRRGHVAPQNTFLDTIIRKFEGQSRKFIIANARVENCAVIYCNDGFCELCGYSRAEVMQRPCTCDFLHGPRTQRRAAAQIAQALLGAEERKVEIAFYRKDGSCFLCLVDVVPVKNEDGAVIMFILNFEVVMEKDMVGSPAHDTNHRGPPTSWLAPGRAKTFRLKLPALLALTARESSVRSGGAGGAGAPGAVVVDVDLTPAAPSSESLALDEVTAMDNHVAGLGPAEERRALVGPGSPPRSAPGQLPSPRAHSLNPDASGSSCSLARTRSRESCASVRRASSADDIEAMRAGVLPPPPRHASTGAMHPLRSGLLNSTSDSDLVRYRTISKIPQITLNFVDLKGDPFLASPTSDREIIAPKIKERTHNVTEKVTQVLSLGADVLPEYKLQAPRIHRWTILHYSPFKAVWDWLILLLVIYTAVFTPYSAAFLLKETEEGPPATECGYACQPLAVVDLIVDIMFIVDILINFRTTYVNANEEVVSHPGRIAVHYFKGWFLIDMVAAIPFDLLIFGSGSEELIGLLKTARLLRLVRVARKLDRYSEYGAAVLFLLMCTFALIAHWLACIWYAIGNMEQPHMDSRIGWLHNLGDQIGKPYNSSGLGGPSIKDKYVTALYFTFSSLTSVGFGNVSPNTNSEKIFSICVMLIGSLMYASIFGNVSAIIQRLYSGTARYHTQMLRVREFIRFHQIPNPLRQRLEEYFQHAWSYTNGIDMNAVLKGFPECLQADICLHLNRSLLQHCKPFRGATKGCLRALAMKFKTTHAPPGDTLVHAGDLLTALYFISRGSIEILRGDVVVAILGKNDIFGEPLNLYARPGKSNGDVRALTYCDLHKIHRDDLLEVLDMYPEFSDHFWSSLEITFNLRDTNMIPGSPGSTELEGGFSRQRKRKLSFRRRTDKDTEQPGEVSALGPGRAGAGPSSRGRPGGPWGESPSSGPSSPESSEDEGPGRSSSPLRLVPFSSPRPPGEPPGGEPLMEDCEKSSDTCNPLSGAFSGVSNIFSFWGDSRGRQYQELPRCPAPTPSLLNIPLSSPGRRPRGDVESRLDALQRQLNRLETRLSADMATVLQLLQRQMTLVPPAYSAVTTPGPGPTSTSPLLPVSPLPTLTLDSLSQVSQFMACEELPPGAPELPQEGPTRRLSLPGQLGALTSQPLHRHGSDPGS
KCNQ1 inh: inhibitors of human KCNQ1 potassium channel; CHO-K1 KCNQ1, FluxOR thallium flux fluorescence; stronger effect = higher value; 310,000 compounds, 1.3% hits; P51787; B-score at 10 µM; AID 2642;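 active = compounds whose thallium flux B-score, printed positive for inhibition, exceeds three library SD while starting fluorescence stays within three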;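 note: channel opened by potassium depolarization with thallium stimulus after 20 min compound exposure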
HDAC3 inhib: blocks human histone deacetylase 3; O15379; recombinant HDAC3, fluorogenic peptide/trypsin coupled, fluorescence; inhibition, % at 8.3 µM; 320,000 compounds, 0.15% hits; in the data active = inhibition above about 26%, passing the limit was not always enough; inconclusive = no clear call, values can overlap the other calls
KCNQ1 pot: potentiates or activates the human KCNQ1 potassium channel; CHO-K1 KCNQ1, thallium flux FluxOR fluorescence; stronger effect = higher value; B-score at 10 µM; P51787; 310,000 compounds, 0.35% hits;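 active = fluorescence ratio B-score, a plate-corrected score, at least three library SD, with initial intensity B-score within 5 SD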
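Doses: Single concentration per compound, DMSO matched to controls | Test system: KCNQ1-transfected CHO-K1 cells | Timing: 90 min dye loading and 20 min compound exposure, both at room temperature | Measured by: Kinetic FluxOR thallium fluorescence, 10-s 1-Hz baseline, 110-s post-stimulus read | Medium: Assay buffer with matched DMSO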
KCNK3 inh: human KCNK3 channel inhibition, primary screen. 340,000 compounds, 0.84% hits. CHO-KCNK3 thallium flux, FluxOR fluorescence; stronger effect = lower value. AID 602410. B-score at 10 µM. O14649;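 active = B-score under library mean minus 4 SD, starting fluorescence ratio at most library mean plus 5 SD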;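 note: more negative B-score means stronger inhibition of thallium flux through KCNK3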
KCNK9 block: human KCNK9 channel inhibition. HEK293 KCNK9, FluxOR thallium flux fluorescence; stronger effect = lower value. Q9NPC2. AID 488922. B-score at 10 µM. 310,000 compounds, 1.2% hits;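 active = ratio B-score over 3 SD below the library mean, with starting fluorescence within 5 SD of its mean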;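 note: negative B-score means less thallium flux so channel inhibition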
* hit, by the source's call; i = inactive; ? = inconclusive; · = not tested or not shown. A portion of the library. The share of hits here may be higher or lower than overall.

SMILES	PolyA inhibitor	DYRK1A inh	RGS4 act	GSK3B inh	GSK3 alpha inh	hERG rescue	KCNQ1 inh	HDAC3 inhib	KCNQ1 pot	KCNK3 inh	KCNK9 block
Cc1cc(C(=O)NNC(=O)c2ccc(Cl)cc2Cl)c(C)o1	i	7.2	i	-0.5	-1.6	-7.1	i	-0.3	i	i	i
COCCN(C(=O)Cc1cccs1)c1nnc(-c2ccncc2)s1	i	3.6	i	-1.7	-0.7	0.3	i	5.1	i	i	i
CC(C)NC(=S)NC(=O)c1ccc(-c2ccccc2)cc1	i	-0.5	i	-24.5	-2.2	-13.0	i	·	i	i	i
Cc1oc(-c2ccc(Cl)cc2)nc1CS(=O)CC(=O)NCc1ccc2c(c1)OCO2 (configuration not stated)	i	2.9	i	-0.4	-1.3	-4.8	i	8.5	i	i	i
COc1cccc(N2CCN(C(=O)C3CCCN(S(=O)(=O)c4cnc[nH]4)C3)CC2)c1 (configuration not stated)	i	1.2	i	2.1	-2.9	0.3	i	?	i	i	i
CC(CN1CCCCCC1)C(=O)NN (configuration not stated)	i	-1.1	i	4.2	-0.4	-1.7	i	·	i	i	i
CN(C)N=Nc1ccc(S(=O)(=O)NC(=O)Cc2ccccc2)cc1	i	0.0	i	1.3	-5.5	-3.2	i	-0.1	i	i	i
CCC(C)(C(=O)NC1CCCC1)N(CC1CCCO1)C(=O)CNC(=O)c1ccccc1 (configuration not stated)	i	-2.8	i	3.5	2.9	-8.0	i	0.4	i	i	i
CCC(C)[C@H](NC(=O)N1CCCC1)C(=O)OC (some centres not stated)	i	3.3	i	0.6	0.1	-8.7	i	-4.0	i	i	i
O=C(CSc1cccs1)NCCc1ccccc1	i	-2.0	i	2.2	-2.3	-2.6	i	?	i	i	i
COc1ccc(C(=O)C2CCN(CC(=O)NCc3ccccc3)CC2)cc1	i	1.3	i	1.8	0.6	-7.8	i	-0.8	i	i	i
Cc1ccc(OCC(O)CN2CCC(Cc3ccccc3)CC2)c(C)c1 (configuration not stated)	i	3.4	i	-2.6	8.9	-17.4	7*	7.4	i	i	i
CCCCNC(=S)N(CCN(CC)CC)Cc1cc2cc3c(cc2[nH]c1=O)OCCO3	i	-3.2	i	0.2	5.9	-4.3	i	?	i	i	i
COc1ccc(Cl)cc1NC(=O)CN(C)C1CCCCC1	i	4.8	i	-0.7	-1.7	-8.9	i	-4.5	i	i	i
Clc1ccc(Cn2cccc2C2=NCCO2)cc1	i	3.2	i	-0.7	-3.0	-3.7	i	7.1	i	i	i
CC1CCC(C(C)C)C(OCC[N+](C)(C)C)C1 (configuration not stated)	i	2.2	i	-5.4	-1.6	-10.8	i	-6.2	i	i	i
CCOc1cccc(N2C(=O)CC(n3cnc4ccccc43)C2=O)c1 (configuration not stated)	i	-3.9	i	2.3	-1.6	-9.2	i	0.0	i	i	i
O=C(O)c1cccc(NC(=S)N/N=C/c2cccnc2)c1	i	-1.6	i	1.1	-0.9	-3.5	i	4.1	i	i	i
COc1ccc2c(c1)C(C)=CC(C)(C)N2C(=O)C(C)N1C(=O)c2ccccc2C1=O (configuration not stated)	i	-0.8	i	-1.4	-0.9	-4.2	i	4.8	i	i	i
COc1cc(SC)ccc1C(=O)OCC(=O)NC(=O)NC(C)C	i	-6.4	i	-4.8	0.9	-12.1	i	2.7	i	i	i
Nc1nn(-c2ccccc2)nc1C(=O)OCc1ccccc1	i	-4.4	i	5.9	-0.6	-5.7	i	-11.2	i	i	i
Cc1cc(=O)[nH]c(N/N=C/c2ccc(-c3ccc([N+](=O)[O-])cc3)o2)n1	i	-5.2	i	-0.3	-0.3	-4.4	i	-4.3	i	i	i
N#CC1=C(N)OC2=C(C(=O)CC(c3ccccc3)C2)C1c1ccc2c(c1)OCO2 (configuration not stated)	i	-1.5	-8.2*	1.5	-0.7	-2.5	i	10.2	i	i	i
O=C(CNC(c1ccccc1)c1ccccc1)Nc1c(F)cccc1F	i	-1.1	i	1.7	-0.7	-10.2	i	0.1	i	i	i
O=C(CN1CCN(c2ccccn2)CC1)Nc1cccc(S(=O)(=O)N2CCOCC2)c1	·	-3.8	i	-0.9	-2.2	-18.3	i	-5.1	i	i	i

3 structures from above, sorted by SMILES length, smallest number first:
SMILES	PolyA inhibitor	DYRK1A inh	RGS4 act	GSK3B inh	GSK3 alpha inh	hERG rescue	KCNQ1 inh	HDAC3 inhib	KCNQ1 pot	KCNK3 inh	KCNK9 block
CC(CN1CCCCCC1)C(=O)NN (configuration not stated)	i	-1.1	i	4.2	-0.4	-1.7	i	·	i	i	i
CC1CCC(C(C)C)C(OCC[N+](C)(C)C)C1 (configuration not stated)	i	2.2	i	-5.4	-1.6	-10.8	i	-6.2	i	i	i
CCCCNC(=S)N(CCN(CC)CC)Cc1cc2cc3c(cc2[nH]c1=O)OCCO3	i	-3.2	i	0.2	5.9	-4.3	i	?	i	i	i

Further compounds:
SMILES	PolyA inhibitor	DYRK1A inh	RGS4 act	GSK3B inh	GSK3 alpha inh	hERG rescue	KCNQ1 inh	HDAC3 inhib	KCNQ1 pot	KCNK3 inh	KCNK9 block
Cc1ccc(S(=O)(=O)N2CCOCC2)cc1NC(=O)CSc1nnnn1C	i	-4.8	i	1.0	-0.5	-11.2	i	-0.8	i	i	i
CC1CN(CCOc2ccc(F)cc2)CC(C)O1 (configuration not stated)	i	0.9	i	0.4	-1.4	-5.5	i	-6.5	i	i	i
COc1ccc(/C=N/NC(=O)c2cccnc2)cc1Cn1nc([N+](=O)[O-])c(Br)c1C	i	·	i	3.8	-0.9	-4.4	i	1.5	i	·	i
COc1cccc(CN2C(=O)CCC2(C)C(=O)NC2CCCC2)c1 (configuration not stated)	i	-6.8	i	-4.4	-1.4	-6.7	i	-4.6	i	i	i
O=C(CN1C(=O)c2cccc3cccc1c23)Nc1cccnc1	i	0.5	i	2.8	4.3	1.1	i	2.2	i	i	i
CCOc1ccc(C(=O)OCCCN(C)C)cc1	i	-2.3	i	0.0	-1.9	-5.4	i	-3.1	i	i	i
CC(=O)N1CCC(N(CCN2CCOCC2)C(=S)Nc2ccc(C)cc2)CC1	i	-1.2	i	2.4	-0.1	-13.9	i	2.2	i	i	i
O=C1NC(=Nc2ccccc2Br)SC1(CO)CO	i	·	i	-7.1	-6.5	-9.6	i	2.0	i	i	i
CCCC(=O)OC1CC(C)N(C(=O)c2ccccc2)c2ccc(C)cc21 (configuration not stated)	i	11.2	i	3.4	-1.5	-8.3	i	3.8	i	i	i
CCOc1ccc(NC(=O)c2ccccc2NC(=O)CN2CCN(C(C)=O)CC2)cc1	i	-8.2	i	-1.9	-1.4	-8.9	i	-4.9	i	i	i
CCN(C(C)=O)c1nc(CCl)cs1	i	1.8	i	0.1	-1.6	-15.5	i	-12.9	i	i	i
CC(=O)c1cc2c(cc1NC(=O)CSc1nc3ccccc3[nH]1)OCO2	i	·	i	3.2	-0.2	-9.1	i	14.7	i	·	i
O=c1c2ccccc2nc(SCc2ccc([N+](=O)[O-])cc2)n1CCCO	i	-2.0	i	-9.6	-0.8	-6.8	i	-4.0	i	i	i
O=C(CSC(=S)N1CCCC1)Nc1ncc(Cl)cc1Cl	i	0.7	i	1.2	0.1	-11.0	i	1.3	i	i	i
Cc1ccc(-c2csc3ncnc(SCC(N)=O)c23)cc1	i	48.3	i	-3.3	4.0	-8.9	i	·	i	i	i
COc1ccc(/C=C2/C(=N)N3C(=NC2=O)Sc2cc(S(C)(=O)=O)ccc23)cc1OC	i	·	i	-0.9	-3.6	-5.1	i	2.4	i	·	i
COc1ccc(C(C(=O)NCC2CCCO2)N(C(=O)c2snc(C(N)=O)c2N)c2ccccc2C)cc1OC (configuration not stated)	i	-4.2	i	-1.4	-0.5	-7.2	i	-25.1	i	i	i
CC1=C(C#N)C(/C=N/OCc2ccc(Cl)cc2)CC(=O)N1 (configuration not stated)	i	-3.9	i	-0.7	0.2	-7.9	i	-5.5	i	i	i
COc1ccccc1N1CCN(CC(=O)c2c[nH]c3ccccc23)CC1	i	17.0	i	-1.2	0.6	-13.5	i	5.4	i	i	i
CN1CCN(S(=O)(=O)c2ccc(N3CCN(C(c4ccccc4)c4ccccc4)CC3)nc2)CC1	i	-43.7	i	0.3	0.2	-9.3	i	2.5	i	i	i
CCNC(=S)N(Cc1cccs1)Cc1cc2cc(OCC)ccc2[nH]c1=O	i	-1.4	i	-0.1	5.4	-15.5	i	-3.8	i	i	i
O=[N+]([O-])c1ccccc1/C=C/CN1CCCCC1	i	-5.7	i	-0.8	-2.2	-13.4	i	-1.0	i	i	i
CNC(=S)N1N=C(c2cccs2)CC1c1ccc(OC)cc1 (configuration not stated)	i	1.2	i	2.2	-4.6	-3.4	i	6.1	i	i	i
O=C(Nc1ccc(F)cc1)c1cccc2ccccc12	i	·	i	-6.1	-1.0	1.6	i	10.3	i	i	i
NC(=O)c1cc2cc(Br)ccc2oc1=NCc1ccccc1	i	15.5	i	1.5	-0.1	-9.1	i	-0.8	i	i	i
COc1ccc(Cl)cc1NS(=O)(=O)c1c(C)[nH]c(=O)[nH]c1=O	i	0.3	i	-7.6	-0.2	-1.9	i	2.0	i	i	i

As entered above:
DYRK1A inh, `Cc1ccc(-c2csc3ncnc(SCC(N)=O)c23)cc1` : 48.3
GSK3B inh, `COc1ccc(Cl)cc1NS(=O)(=O)c1c(C)[nH]c(=O)[nH]c1=O` : -7.6
HDAC3 inhib, `O=C1NC(=Nc2ccccc2Br)SC1(CO)CO` : 2.0
GSK3B inh, `CC(=O)c1cc2c(cc1NC(=O)CSc1nc3ccccc3[nH]1)OCO2` : 3.2
DYRK1A inh, `CCNC(=S)N(Cc1cccs1)Cc1cc2cc(OCC)ccc2[nH]c1=O` : -1.4

Structures listed so far containing a furan ring, fused or not (two):
SMILES	PolyA inhibitor	DYRK1A inh	RGS4 act	GSK3B inh	GSK3 alpha inh	hERG rescue	KCNQ1 inh	HDAC3 inhib	KCNQ1 pot	KCNK3 inh	KCNK9 block
Cc1cc(C(=O)NNC(=O)c2ccc(Cl)cc2Cl)c(C)o1	i	7.2	i	-0.5	-1.6	-7.1	i	-0.3	i	i	i
Cc1cc(=O)[nH]c(N/N=C/c2ccc(-c3ccc([N+](=O)[O-])cc3)o2)n1	i	-5.2	i	-0.3	-0.3	-4.4	i	-4.3	i	i	i
